Screening results as filed in PubChem BioAssay.
GAA glycogen: qHTS Assay for Inhibitors and Activators of Human alpha-Glucosidase Cleavage of Glycogen; Lysosomal alpha-glucosidase (Homo sapiens), P10253; recombinant GAA, glycogen substrate, Amplex Red glucose oxidase fluorescence; Potency, µM (titrated, usually from 76.4 µM), for inactives: top-dose activity change, negative = inhibition, most hits filed as inhibitors; hit rate 0.38% among 300,000;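 note: potency is the fitted concentration of half-maximal effect; 0% = full enzyme reaction and -100% = no-enzyme basal signal; the screen sought inhibitors and activators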
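Recombinant human enzyme (4 nM); glycogen substrate; 37 C, 40 min, pH 5.0. Readout: coupled glucose oxidase/Amplex Red fluorescence.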
GAA spleen mod: qHTS Assay for Inhibitors and Activators of Human alpha-Glucosidase From Spleen Homogenate; Lysosomal alpha-glucosidase (Homo sapiens), P10253; human spleen homogenate, 4-MU-alpha-glucoside fluorescence; Potency, µM (top dose mostly 79.9 µM), inactives show at the highest dose activity change, negative = inhibition, actives largely listed as inhibitors; hit rate 0.006% among 240,000;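 note: potency is the fitted concentration of half-maximal effect; 0% = enzyme with vehicle and -100% = no enzyme basal signal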
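Human spleen homogenate (1 ug) incubated with compounds and 1 mM 4-methylumbelliferyl-alpha-D-glucopyranoside in pH 5.0 citrate/phosphate buffer, 37 C, 40 min. Stopped at pH 10; 4-MU fluorescence (Ex 365/Em 440 nm); AC50 by Hill fit.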
HTT ATP protect: qHTS Multiplex Assay to Identify Dual Action Probes in a Cell Model of Huntington: Cytoprotection (ATP); Potency, µM (top dose mostly 56.4 µM), inactives show cytoprotection (ATP increase), usual class: activators; AID 1471, 2008; PC12 HTT-Q103 induced, cytoprotection, ATP luminescence, 40 h; hit rate 0.14% among 230,000;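 note: potency is the fitted concentration of half-maximal effect; % of control where 0% means no effect; nearly all actives have a fitted effect of over 45% in size; toxic huntingtin expression switched on by the ecdysone agonist tebufenozide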
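Rat PC12, Q103 Htt exon1-GFP fusion, ecdysone promoter; tebufenozide inducer 100 nM final; compound titration; qHTS, 1500 cells/well; ATPlite luminescent read.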
GAA inh: qHTS Assay for Inhibitors of Human alpha-Glucosidase as a Potential Chaperone Treatment of Pompe Disease; Lysosomal alpha-glucosidase (Homo sapiens), P10253; purified human GAA, 4-MU-alpha-glucoside fluorescence; Potency, µM (doses to about 76.9 µM), without a hit: at the highest dose activity change, negative = inhibition, usual class: inhibitors; hit rate 0.005% among 200,000; AID 1466, 2008;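 note: potency is the fitted concentration of half-maximal effect; plate controls were uninhibited enzyme wells for no effect and no-enzyme background for full effect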
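Fluorescence at Ex 365/Em 440 nm from 4-methylumbelliferone reported enzyme activity after 20 min at room temperature. Reactions used 4 nM enzyme and 400 uM substrate at pH 5.0; curves fitted with the Hill equation.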
CBFb RUNX1 block: qHTS Assay for Compounds Blocking the Interaction Between CBF-beta and RUNX1 for the Treatment of Acute Myeloid Leukemia | Runt-related transcription factor 1 (Homo sapiens) + Core-binding factor subunit beta … | AlphaScreen CBFb-His/RUNX1-biotin binding, biochemical | Potency, µM (titrated, usually from 59.8 µM), for inactives: top-dose activity, negative = inhibition, most hits filed as inhibitors | 230,000 tested, under 10 active | AID 1477, 2009; note: % of control where 0% means no effect
Target sequence (Q01196 whole entry, looked up): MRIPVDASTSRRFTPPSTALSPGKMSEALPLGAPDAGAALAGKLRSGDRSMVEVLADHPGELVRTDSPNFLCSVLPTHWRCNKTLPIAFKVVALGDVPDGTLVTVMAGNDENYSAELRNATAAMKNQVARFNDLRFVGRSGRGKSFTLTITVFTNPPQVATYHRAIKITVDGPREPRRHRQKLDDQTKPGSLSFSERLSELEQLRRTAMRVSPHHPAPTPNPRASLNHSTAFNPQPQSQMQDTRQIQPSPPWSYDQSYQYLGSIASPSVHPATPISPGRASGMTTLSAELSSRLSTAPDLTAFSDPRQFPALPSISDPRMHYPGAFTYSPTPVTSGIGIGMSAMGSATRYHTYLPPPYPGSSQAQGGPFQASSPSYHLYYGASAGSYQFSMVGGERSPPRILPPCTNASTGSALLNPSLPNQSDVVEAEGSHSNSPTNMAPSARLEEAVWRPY
Target sequence (Q13951 whole entry, looked up): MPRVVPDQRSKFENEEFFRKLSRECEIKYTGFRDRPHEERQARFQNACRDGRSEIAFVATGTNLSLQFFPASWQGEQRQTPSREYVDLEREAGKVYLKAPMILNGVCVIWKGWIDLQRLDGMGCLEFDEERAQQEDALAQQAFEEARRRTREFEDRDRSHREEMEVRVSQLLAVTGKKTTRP
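His-tagged CBF-beta and biotinylated RUNX1 (30 nM each) were premixed 20 min at room temperature, exposed to compound for 15 min, then given nickel-chelate and streptavidin AlphaScreen beads (50 ng each). After 90 min, AlphaScreen signal was read.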
HttQ103 aggreg: qHTS Multiplex Assay to Identify Dual Action Probes in a Cell Model of Huntington: Aggregate Formation (GFP). PC12 HttQ103-GFP aggregates, Acumen cytometry, 40 h. Potency, µM (highest dose often 46.1 µM), for the others: top-dose activity change, negative = inhibition, usual class: inhibitors. hit rate 1.1% among 220,000. AID 1688, 2009; note: potency is the fitted concentration of half-maximal effect; % is set by controls: 0 for no effect and ±100 for the full control effect; nearly all actives have a fitted effect of over 60% in size
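Aggregates are detected as GFP objects 1–25 µm with signal 6 STDEV over background in lysates of induced PC12 cells. These carry Huntingtin exon 1 with 103 glutamines fused to GFP under an ecdysone promoter; compounds titrated.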
Lamin A splicing: qHTS Assay for Modulators of Lamin A Splicing; HeLa LMNA splicing GFP/RFP minigene ratio, 48 h; Potency, µM (doses to about 46.1 µM), for inactives: at the top dose ratio change, negative = inhibition, most hits filed as inhibitors; hit rate 0.01% among 200,000; active = well fitted inhibition curve with a large enough effect in the signal ratio, with a control signal flat, not every such curve was filed as active; inconclusive = small, poorly fitted or top-dose-only effect, or effect the other way, or a change in a side signal; the % refers to the signal ratio; note: potency is the fitted concentration of half-maximal effect; % is set by controls: 0 for no effect and ±100 for the full control effect
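S3 HeLa stable clones carrying a lamin A-EGFP splicing minigene plus DsRed2 were seeded at 600 cells/well in Opti-MEM with 2% FBS, pin-dosed and incubated 48 h at 37°C. Acumen cytometry (488 nm) gave the GFP/RFP total-intensity ratio.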
* marks the source's active call; other numbers are inactive results; ? = inconclusive; . = not tested or not shown; & = joins results of further samples; [ ] = another dose, or the depositor's remark. Unless noted, calls come from the whole dose curve; as a rule, active = well fitted curve in the direction sought with a large enough effect; inconclusive = small, poorly fitted or top-dose-only effect, or another doubt; inactive = no such curve, though single readings can be large; an effect the other way counts as inactive or inconclusive.

SMILES	GAA glycogen	GAA spleen mod	HTT ATP protect	GAA inh	CBFb RUNX1 block	HttQ103 aggreg	Lamin A splicing
Nc1nnc(Cc2ccc(F)cc2)s1	1%	-3%	-7%[10 µM]	.	9%	-25%[9.22 µM]	.
Cc1cc(NC(=O)CSc2nnc(C3CC3)n2C)no1	8%	-7%	-34%	2%	4%	3%	3%
CCN(C(=O)COC(=O)CNC(=O)c1ccc(C)c(C)c1)C1CCS(=O)(=O)C1 (stereo not drawn)	-6%	-3%	36%[10 µM]	-1%	-1%	6%	-8%
O=C(O)c1cc(O)ccc1N=Nc1ccccc1	0%	-4%	9%[10 µM]	.	12%	-22%[9.22 µM]	.
COc1cccc(N(C(=O)c2ccco2)C(C(=O)NC2CCCC2)c2ccc(N(C)C)cc2)c1 (stereo not drawn)	-6%	-4%	23%[10 µM]	-1%	-2%	?	5%
N#C/C(C(=O)N1CCOCC1)=C1/SC(Cc2ccc(F)cc2)C(=O)N1c1ccccc1 (stereo not drawn)	1%	1%	.	-7%	8%	-3%	-8%
COc1ccc(C(=O)CN2C(=O)c3ccccc3C2=O)cc1	9%	5%	19%[10 µM]	.	10%	-1%[9.22 µM]	.
CC(C)NC(=S)N/N=C1\CCCc2ccccc21	-11%	5%	-25%	-3%	-3%	18%	-14%[46 µM]
COc1ccc(NC(=O)CSc2nc3c(c(=O)n2-c2ccccc2)SCC3)c(OC)c1	-3%	-6%	-20%	-14%	1%	?	14%
O=[N+]([O-])c1c(NCCCO)cc(N2CCN(Cc3ccc4c(c3)OCO4)CC2)c2nonc12	-1%	-11%	28%[10 µM]	3%	0%	-18%	?
COc1ccc(S(=O)(=O)N2CCC(N3CCN(Cc4ccccc4)CC3)CC2)cc1	3%	2%	-2%	2%	8%	-8%	.
O=C(CCl)c1ccc2[nH]c(=O)oc2c1	0%	-1%	25%[10 µM]	-5%	8%	3%[9.22 µM]	-4%[46 µM]
CCOC(=O)c1ccc(NC(=O)c2ccc3c(c2)OCO3)cc1	0%	-4%	-10%	-4%	8%	2%	-3%
CC(c1cccs1)N(Cc1ccco1)C(=S)Nc1ccc(F)c(Cl)c1 (stereo not drawn)	-9%	-2%	0%	-12%	3%	-15%	.
O=C(Nc1cccnc1)c1cc2c(ccc3ccccc32)o1	8%	6%	-29%	10%	4%	-13%	19%
CCCCCc1nc2sc3c(c2c(=O)n1N)CCC3	3%	2%	7%[10 µM]	-7%	7%	-26%	-1%
CCCCCCOc1ccc(N2C(=O)CC(NCc3ccc(S(N)(=O)=O)cc3)C2=O)cc1 (stereo not drawn)	3%	0%	27%[10 µM]	.	4%	8%[9.22 µM]	.
CC(C)(C)c1ccc(C(=O)Nc2nonc2-c2nc3ccccc3[nH]2)cc1	-1%	12%	19%[10 µM]	-3%	5%	-3%	-18%
Cc1ccc(S(=O)(=O)N(CC(=O)NN=C2CCN(C)CC2)c2ccc(F)cc2)cc1	2%	6%	?	4%	-3%	?	2%[9.22 µM]
Cn1c(C(O)c2ccccc2F)nc(Cl)c1Cl (stereo not drawn)	3%	-1%	-12%	5%	3%	35%	2%
Cc1ccc(NC2=Nc3ccccc3CC2)cc1	-6%	-10%	-43%[inhibitor]	-7%	-4%	1%	-6%
CC(=C/c1ccccc1)/C=C1/SC(N2CCOCC2)=NC1=O	-1%	-5%	-15%	5%	-1%	-10%	-4%
O=C(CCC(=O)NCCO)NCCO	5%	-8%	-26%	6%	10%	-6%	?
O=C(Cc1ccccc1)Nc1ccc(NC(=O)c2ccco2)nc1	2%	9%	-65%[inhibitor][10 µM]	-8%	0%	8%	5%
O=C(NCc1ccc2c(c1)OCO2)c1ccc2c(c1)C(=O)N(Cc1cccnc1)C2=O	-3%	-10%	-1%[0.074 µM]	3%	5%	1%	7%
CS(=O)(=O)N1N=C(c2cccs2)CC1c1ccc(F)cc1 (stereo not drawn)	-2%	-3%	-10%[10 µM]	.	5%	-8%[9.22 µM]	.
Cc1ccc(-c2onc3ccc(C=O)cc23)cc1	3%	6%	-11%	-8%	-11%	-4%[9.22 µM]	11%
Cc1cc(Nc2ccc(F)c(Cl)c2)n2nc(C)nc2n1	-4%	-9%	-11%	-4%	2%[2.36 µM]	2%	4%
COc1ccc(-c2nnc(OCc3nc4ccccc4n3C)c3ccccc23)cc1	5%	-3%	3%[10 µM]	-3%	-9%	31%	8%
Cc1cc(C)n2nc(C(=O)Nc3cccnc3)nc2n1	11%	-8%	10%	-3%	8%	22%	-7%
CCCc1cc(-c2nc(N)ncc2-c2ccc3c(c2)OCCCO3)c(O)cc1OC	-12%	-26%	14%[10 µM]	-7%	-25%	-30%	?
C=CCn1c(SCC(=O)NCCOC)nc2scc(-c3ccco3)c2c1=O	0%	8%	-21%	-1%	1%	?	10%
CCOC(=O)c1cc(-c2ccc(OC)cc2)nc2c1c(C)nn2CCC#N	-25%	24%	-56%[inhibitor][10 µM]	13%	?	?	6%
CCN(CC)CCCCC1CCN(CC(=O)N2c3ccccc3C(=O)Nc3cccnc32)CC1	.	0%	17%	.	11%	.	.
c1ccc2ncc(-n3cnnn3)cc2c1	5%	-3%	0%[1.9 µM]	-4%	3%	-6%	1%
CCCn1c2c(c(O)c(C(=O)Nc3nccs3)c1=O)CCCC2	-19%	6%	-12%	5%	2%	?	?

A draw from above in order of heavy-atom count, ascending:
SMILES	GAA glycogen	GAA spleen mod	HTT ATP protect	GAA inh	CBFb RUNX1 block	HttQ103 aggreg	Lamin A splicing
c1ccc2ncc(-n3cnnn3)cc2c1	5%	-3%	0%[1.9 µM]	-4%	3%	-6%	1%
Cc1ccc(-c2onc3ccc(C=O)cc23)cc1	3%	6%	-11%	-8%	-11%	-4%[9.22 µM]	11%
Cc1cc(C)n2nc(C(=O)Nc3cccnc3)nc2n1	11%	-8%	10%	-3%	8%	22%	-7%
CS(=O)(=O)N1N=C(c2cccs2)CC1c1ccc(F)cc1 (stereo not drawn)	-2%	-3%	-10%[10 µM]	.	5%	-8%[9.22 µM]	.
CCCn1c2c(c(O)c(C(=O)Nc3nccs3)c1=O)CCCC2	-19%	6%	-12%	5%	2%	?	?
O=C(Cc1ccccc1)Nc1ccc(NC(=O)c2ccco2)nc1	2%	9%	-65%[inhibitor][10 µM]	-8%	0%	8%	5%
C=CCn1c(SCC(=O)NCCOC)nc2scc(-c3ccco3)c2c1=O	0%	8%	-21%	-1%	1%	?	10%
COc1ccc(-c2nnc(OCc3nc4ccccc4n3C)c3ccccc23)cc1	5%	-3%	3%[10 µM]	-3%	-9%	31%	8%
O=C(NCc1ccc2c(c1)OCO2)c1ccc2c(c1)C(=O)N(Cc1cccnc1)C2=O	-3%	-10%	-1%[0.074 µM]	3%	5%	1%	7%
CCN(CC)CCCCC1CCN(CC(=O)N2c3ccccc3C(=O)Nc3cccnc32)CC1	.	0%	17%	.	11%	.	.

The list goes on:
SMILES	GAA glycogen	GAA spleen mod	HTT ATP protect	GAA inh	CBFb RUNX1 block	HttQ103 aggreg	Lamin A splicing
Brc1c(C[n+]2ccccc2)nc2ccccn12	0%	-3%	-1%[10 µM]	.	9%	9%[9.22 µM]	.
CC(=O)c1cc(-c2ccccc2)n(CC(=O)NC2CCCCC2)c1C	9%	4%	.	1%	23%	?	14%[46 µM]
CCOC(=O)N1CCN(C(=O)CSc2nnc(-c3ccc(C(C)(C)C)cc3)o2)CC1	9%	-4%	-9%[10 µM]	-1%	-5%	-28%	?
O=C(Nc1ccccn1)c1ccco1	1%	-11%	-7%	10%	-6%	-9%	-3%
Cc1ccc(OCCSc2nnc(-c3cccs3)n2C)cc1	6%	-9%	27%[10 µM]	-5%	1%	-16%	-5%
COc1ccc(O)cc1	.	6%	-1%&1%	.	11%[21.7 µM]	-5%	.
C/C(CCCO)=N/Nc1ccc([N+](=O)[O-])cc1[N+](=O)[O-]	?	.	-19%	-11%	5%	?	.
CC(C)(C)C1CCC(OC(=O)CN2CCOCC2)CC1 (stereo not drawn)	-8%	-2%	10%[10 µM]	0%	3%	3%	10%
O=C(Nc1cc(C(F)(F)F)cc(C(F)(F)F)c1)c1ccc(Cn2cc(C(F)(F)F)ccc2=O)cc1	-4%	1%	36%	-10%	0%	2%	1%
CCOc1ccc(CN(C)CC(=O)Nc2ccc(N3CCOCC3)cc2)cc1OC	-6%	-4%	5%[10 µM]	7%	12%	5%	-15%
COc1ccc(OCc2nnc(SCC(=O)N3CCCc4ccccc43)n2-c2ccc(C)cc2)cc1	-11%	-1%	-21%	-14%	-19%	?	?
CCCCCOC(=O)NC1CCS(=O)(=O)C1 (stereo not drawn)	0%	-10%	-10%	2%	4%	-17%	?
Cc1nc2cc(NC(=O)N3c4ccccc4CC3C)ccc2o1 (stereo not drawn)	-22%	2%	-159%[inhibitor][0.074 µM]	3%	3%	3%	-6%
COc1ccc(SC[C@H](Cc2ccccc2)N2CCN(C)CCC2=O)cc1	1%	-10%	11%[10 µM]	.	0%	19%[9.22 µM]	.
COCCNC(=O)CSc1nc2c(n1-c1ccccc1)CCCC2	3%	3%	12%	-1%	8%	-11%	?
COc1ccc(-c2nc(SC)n(C(=O)c3ccco3)n2)cc1	-7%	5%	-52%[inhibitor]	0%	6%	0%	5%
